EPAC1 antagonist: EPAC1 (human) antagonism; hit rate 0.14% among 360,000; O95398; AID 720709; EPAC1 GEF assay, Rap1b-BODIPY-GDP exchange fluorescence; Potency, µM (top dose mostly 115 µM), for inactives: at the top dose activity change, negative = inhibition, hits mostly inhibitors;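 also: potency is read from the fitted curve at half-maximal effect; plate controls were vehicle for no effect and positive control for full effect; nearly all actives have a fitted effect of over 50% in size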
EPAC1 agonist: agonists of human EPAC1 | Potency, µM (highest dose often 154 µM), for the others: top-dose activation, most hits filed as activators | O95398 | hit rate 0.073% among 360,000 | EPAC1 agonist qHTS, biochemical assay; response scale: 100% = response to 6.5 mM cAMP | AID 720707; also: potency is read from the fitted curve at half-maximal effect; nearly all actives have a fitted effect of over 60% in size
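Compounds were pinned as a concentration titration into mixtures of EPAC1 (100 nM), BODIPY-GDP-loaded Rap1B (250 nM) and GDP (50 uM). After 5 min at room temperature, fluorescence was followed for 30 min; activity was scaled to 6.5 mM cAMP.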
IL2 activator: IL-2 activation; IL-2 activation reporter assay, cell-based qHTS; stimulated with anti-CD3/CD4/CD28 beads; in transgenic mouse T cells; hit rate 0.065% among 360,000; activation, % (series mostly up to about 46 µM); in the data active = activation above about 50%; inconclusive = mostly about 30% to 49%; also: 0% is about no effect
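EGFP and DsRed fluorescence is measured by plate cytometry in unstimulated transgenic mouse T cells exposed to compound for 60 minutes, then stimulated 18 hours at 37 degrees C with anti-CD3/anti-CD4 beads plus anti-CD28.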
Abeta yeast res: compounds reversing amyloid beta toxicity in yeast; yeast expressing A-beta42, growth rescue, OD600, 48 h; response scale: 0% DMSO, 100% iron-clioquinol control; Potency, µM (top dose mostly 46.1 µM), for the others: at the highest dose growth rescue, most hits filed as activators; hit rate 0.063% among 410,000; also: potency is read from the fitted curve at half-maximal effect; nearly all actives have a fitted effect of over 55% in size
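Yeast growth medium received pinned compounds, then yeast cells expressing toxic A-beta were added; plates incubated at 30 C for 48 hr. Growth read as absorbance at 600 nm, normalized to DMSO and equimolar FeCl3 plus clioquinol controls.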
FUS yeast rescue: FUS proteinopathy suppression in yeast; Potency, µM (titrated, usually from 76.6 µM), for the others: at the top dose growth rescue (activation), most hits filed as activators; S. cerevisiae FUS-expressing, growth rescue, OD600, 24 h; hit rate 0.24% among 390,000;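 also: potency is read from the fitted curve at half-maximal effect; plate controls were DMSO vehicle for no effect and reference control for full effect; nearly all actives have a fitted effect of over 55% in size; some results filed as inactive show a strong effect at the top dose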
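Galactose (2%) drives FUS expression in yeast precultured in raffinose; seeding density OD 0.005. Test compounds incubated 24hr at 30C and 99% humidity before absorbance at 600 nm was measured.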
PLK1 PBD inh: PLK1 (human) polo-box domain binding inhibition; P53350; Plk1 PBD binding of FITC phosphopeptide, fluorescence polarization; Potency, µM, for the others: max response, negative = inhibition, most hits filed as inhibitors; hit rate 2.8% among 360,000; AID 720504; also: potency is read from the fitted curve at half-maximal effect; series mostly up to about 57 µM; % is scaled to controls: 0 for no effect and ±100 for the full control effect; nearly all actives have a fitted effect of over 65% in size
WRN helicase inh: blocks human WRN helicase; WRN helicase unwinding, fluorescent forked duplex, kinetic; hit rate 0.46% among 360,000; AID 651768; Q14191; Potency, µM (titrated, usually from 114 µM), for inactives: top-dose activity change, negative = inhibition, actives largely listed as inhibitors; also: potency is read from the fitted curve at half-maximal effect; % is scaled to controls: 0 for no effect and ±100 for the full control effect; nearly all actives have a fitted effect of over 55% in size
Target sequence (Q14191 whole entry, looked up): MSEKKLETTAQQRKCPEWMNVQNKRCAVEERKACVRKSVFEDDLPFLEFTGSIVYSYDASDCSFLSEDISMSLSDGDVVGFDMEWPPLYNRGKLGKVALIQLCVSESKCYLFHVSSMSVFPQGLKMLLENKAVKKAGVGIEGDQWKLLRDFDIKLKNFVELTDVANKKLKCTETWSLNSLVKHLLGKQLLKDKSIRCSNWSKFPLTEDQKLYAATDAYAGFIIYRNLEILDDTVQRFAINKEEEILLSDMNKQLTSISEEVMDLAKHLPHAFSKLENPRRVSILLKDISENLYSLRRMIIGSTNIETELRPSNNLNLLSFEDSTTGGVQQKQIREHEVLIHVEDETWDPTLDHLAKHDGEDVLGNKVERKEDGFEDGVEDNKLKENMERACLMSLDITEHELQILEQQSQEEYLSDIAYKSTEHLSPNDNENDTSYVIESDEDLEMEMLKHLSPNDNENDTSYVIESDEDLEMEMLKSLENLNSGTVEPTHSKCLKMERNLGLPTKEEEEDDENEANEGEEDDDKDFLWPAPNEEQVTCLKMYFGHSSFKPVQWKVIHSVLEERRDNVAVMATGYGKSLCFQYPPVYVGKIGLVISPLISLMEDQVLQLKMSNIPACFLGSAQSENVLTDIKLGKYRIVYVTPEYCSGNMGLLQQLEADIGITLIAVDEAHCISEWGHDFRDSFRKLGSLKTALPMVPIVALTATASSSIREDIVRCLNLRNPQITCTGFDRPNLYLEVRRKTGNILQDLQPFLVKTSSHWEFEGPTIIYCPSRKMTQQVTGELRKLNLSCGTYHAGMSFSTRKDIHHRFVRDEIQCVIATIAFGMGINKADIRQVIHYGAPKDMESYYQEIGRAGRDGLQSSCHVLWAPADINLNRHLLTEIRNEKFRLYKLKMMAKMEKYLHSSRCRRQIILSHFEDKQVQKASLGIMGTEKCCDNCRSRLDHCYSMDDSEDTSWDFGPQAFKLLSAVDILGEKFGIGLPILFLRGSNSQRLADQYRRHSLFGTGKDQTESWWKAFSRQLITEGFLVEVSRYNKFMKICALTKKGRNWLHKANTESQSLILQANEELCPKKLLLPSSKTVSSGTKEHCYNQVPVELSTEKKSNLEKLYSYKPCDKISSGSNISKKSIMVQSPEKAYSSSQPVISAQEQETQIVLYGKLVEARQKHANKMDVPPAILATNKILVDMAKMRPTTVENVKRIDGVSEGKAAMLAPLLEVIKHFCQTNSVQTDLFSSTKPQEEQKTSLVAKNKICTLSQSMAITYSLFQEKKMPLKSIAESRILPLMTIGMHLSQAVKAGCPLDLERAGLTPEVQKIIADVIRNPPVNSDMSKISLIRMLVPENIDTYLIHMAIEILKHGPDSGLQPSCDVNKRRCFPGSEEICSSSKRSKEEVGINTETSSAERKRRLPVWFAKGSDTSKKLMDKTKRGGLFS
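WRN at 20 nM final preincubated with compound 15 min at room temperature; reaction started with 100 nM fluorophore/quencher forked duplex oligonucleotide and 2 mM ATP final. Unwinding followed kinetically by red fluorescence (ex 525, em 598 nm).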
PI5P4Ka inh: inhibitors of human PI5P4K alpha; P48426; PI5P4Kalpha enzyme, ADP-Glo luminescence, 60 min; hits give low values; max response, %; hit rate 1.2% among 330,000; AID 652105; active = max response of -50% or lower; inconclusive = between -30% and -50%; inactive = -30% or higher; also: value at the top dose of about 77 µM; % is scaled to controls: 0 for no effect and ±100 for the full control effect
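Enzyme plus substrate dispensed, test compounds pinned in, then ATP (5 microM final) added. After 60 min at RT, ADP-Glo reagent 1 for 45 min and reagent 2 for 30 min preceded luminescence imaging.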
Active calls of the source: *; [ ] = remark or other dose. Unless noted, calls follow the shape of the dose curve; as a rule, active = well fitted curve in the direction sought with a large enough effect; inconclusive = small, poorly fitted or top-dose-only effect, or another doubt; inactive = no such curve, though single readings can be large; an effect the other way counts as inactive or inconclusive. An unsorted share of the library. Share with any hit: about 4.1%.

What do the screens show for `Cc1cc(C)nc(/N=C(\N)Nc2ccc(SC(F)F)cc2)n1`?
EPAC1 antagonist: 11%; EPAC1 agonist: 6%; IL2 activator: -0.3; Abeta yeast res: 2%; FUS yeast rescue: 11%; PLK1 PBD inh: 3%; WRN helicase inh: 15%; PI5P4Ka inh: -1

How did COc1ccc(S(=O)(=O)Nc2ccc3c(c2)C(=O)N([C@H](C)CO)C[C@H](C)[C@@H](CN(C)Cc2ccncc2)OCCCC[C@@H](C)O3)cc1 do in these assays?
EPAC1 antagonist: -8%; EPAC1 agonist: -12%; IL2 activator: 0.9; Abeta yeast res: -12%; FUS yeast rescue: 2%; PLK1 PBD inh: -22%; WRN helicase inh: 2%; PI5P4Ka inh: -4

What do the screens show for `O=C(CSc1nnc(Cc2ccccc2)n1Cc1ccco1)NC12CC3CC(CC(C3)C1)C2`?
EPAC1 antagonist: -5%; EPAC1 agonist: 16%; IL2 activator: 0.5; Abeta yeast res: 7%; FUS yeast rescue: inconclusive; PLK1 PBD inh: -9%; WRN helicase inh: -6%

What do the screens show for `O=C(CCC1CCCN(C(=O)c2ccco2)C1)NCc1ccccc1F` (stereo unspecified)?
EPAC1 antagonist: 10%; EPAC1 agonist: -6%; IL2 activator: -3.0; Abeta yeast res: -13%; FUS yeast rescue: 0%; PLK1 PBD inh: -2%; WRN helicase inh: 5%; PI5P4Ka inh: -7

What do the screens show for `OCc1nc2ccc(Cl)cc2[nH]1`?
EPAC1 antagonist: -4%; EPAC1 agonist: -1%; IL2 activator: 0.9; Abeta yeast res: -6%; FUS yeast rescue: 2%; PLK1 PBD inh: -5%; WRN helicase inh: -4%; PI5P4Ka inh: 2

Results for O=c1cc(O)sc2ccccc12 ?
EPAC1 antagonist: -6%; EPAC1 agonist: 7%; IL2 activator: 0.4; Abeta yeast res: 10%; FUS yeast rescue: -15%; PLK1 PBD inh: -19%; WRN helicase inh: 1%; PI5P4Ka inh: -8

What do the screens show for `Cc1cc(=O)oc2cc(NC(=O)C(C)Oc3ccc(F)cc3)ccc12` (stereo unspecified)?
EPAC1 antagonist: 3%; EPAC1 agonist: -1%; IL2 activator: 0.9; Abeta yeast res: -20%; FUS yeast rescue: 1%; PLK1 PBD inh: -7%; WRN helicase inh: -3%; PI5P4Ka inh: 3

How did O=C(NC1CCS(=O)(=O)C1)c1ccc2c(c1)OCO2 (stereo unspecified) do in these assays?
EPAC1 antagonist: 1%; EPAC1 agonist: 2%; IL2 activator: -2.4; Abeta yeast res: 1%; FUS yeast rescue: -9%; PLK1 PBD inh: -2%; WRN helicase inh: 5%; PI5P4Ka inh: 6

What do the screens show for `Cc1cc(C)c(S(=O)(=O)Nc2cc(SCC(=O)O)c(O)c3ccccc23)cc1C`?
EPAC1 antagonist: inconclusive; EPAC1 agonist: 29%; IL2 activator: -3.3; Abeta yeast res: -44%[inhibitor]; PLK1 PBD inh: 1.5µM*; WRN helicase inh: 22µM*; PI5P4Ka inh: -60*

Results for CCn1cc(CN2CCN(CCC(C)C)C(CCO)C2)c2ccccc21 (stereo unspecified) ?
EPAC1 antagonist: -10%; EPAC1 agonist: 1%; IL2 activator: 0.2; Abeta yeast res: -7%; FUS yeast rescue: -6%; PLK1 PBD inh: -2%; WRN helicase inh: 5%; PI5P4Ka inh: 1

Results for CN(CCc1ccccc1)C(C(=O)c1ccc2c(c1)OCO2)c1nnnn1-c1ccccc1NC(=O)OC(C)(C)C (stereo unspecified) ?
EPAC1 antagonist: -29%; EPAC1 agonist: 24%; IL2 activator: 0.5; Abeta yeast res: -2%; FUS yeast rescue: 20%; PLK1 PBD inh: -12%; WRN helicase inh: -5%; PI5P4Ka inh: 1

What do the screens show for `CC(C(=O)Nc1ccc(F)cc1Cl)N(C)CCOc1ccccc1` (stereo unspecified)?
EPAC1 antagonist: -6%; EPAC1 agonist: 1%; IL2 activator: -0.5; Abeta yeast res: 5%; FUS yeast rescue: 1%; PLK1 PBD inh: -1%; WRN helicase inh: 1%; PI5P4Ka inh: 1

Results for Fc1ccc(C(c2nnnn2C2CCCC2)N(Cc2ccco2)CC2CCCO2)cc1 (stereo unspecified) ?
EPAC1 antagonist: -9%; EPAC1 agonist: 4%; IL2 activator: -0.8; Abeta yeast res: -11%; FUS yeast rescue: 8%; PLK1 PBD inh: -18%; WRN helicase inh: -10%; PI5P4Ka inh: 1

How did CC(C)CNC(=O)c1cccc(NC(=O)Cc2ccc(Br)cc2)c1 do in these assays?
EPAC1 antagonist: -12%; EPAC1 agonist: -6%; IL2 activator: -2.9; Abeta yeast res: 8%; PLK1 PBD inh: -3%; WRN helicase inh: -2%; PI5P4Ka inh: 1

How did Brc1ccc(-c2cnnc(N3CCCC3)n2)cc1 do in these assays?
EPAC1 antagonist: 8%; EPAC1 agonist: 3%; IL2 activator: -0.4; Abeta yeast res: -10%; FUS yeast rescue: -13%; PLK1 PBD inh: -15%; WRN helicase inh: 11%[57.1 µM]; PI5P4Ka inh: -12

Next part; the last two above are carried over.
How did CC(C)CNC(=O)c1cccc(NC(=O)Cc2ccc(Br)cc2)c1 do in these assays?
EPAC1 antagonist: -12%; EPAC1 agonist: -6%; IL2 activator: -2.9; Abeta yeast res: 8%; PLK1 PBD inh: -3%; WRN helicase inh: -2%; PI5P4Ka inh: 1

How did Brc1ccc(-c2cnnc(N3CCCC3)n2)cc1 do in these assays?
EPAC1 antagonist: 8%; EPAC1 agonist: 3%; IL2 activator: -0.4; Abeta yeast res: -10%; FUS yeast rescue: -13%; PLK1 PBD inh: -15%; WRN helicase inh: 11%[57.1 µM]; PI5P4Ka inh: -12

Results for COc1cc(C(c2nnnn2C2CCCC2)N2CCN(C(=O)c3ccco3)CC2)cc(OC)c1OC (stereo unspecified) ?
EPAC1 antagonist: 12%; EPAC1 agonist: -4%; IL2 activator: 0.9; Abeta yeast res: -7%; FUS yeast rescue: 21%; PLK1 PBD inh: -11%; WRN helicase inh: 4%; PI5P4Ka inh: -7

How did CCN(CC)C(=O)CN(C)S(=O)(=O)c1cccc2nsnc12 do in these assays?
EPAC1 antagonist: 16%; EPAC1 agonist: -3%; IL2 activator: -0.1; Abeta yeast res: 2%; FUS yeast rescue: 12%; PLK1 PBD inh: 1%; WRN helicase inh: -9%

How did COc1ccc(C2/C(=C(/O)c3ccccc3)C(=O)C(=O)N2c2ccccn2)cc1OC (stereo unspecified) do in these assays?
EPAC1 antagonist: -1%; EPAC1 agonist: 10%; IL2 activator: -1.3; Abeta yeast res: -8%; FUS yeast rescue: 15%; PLK1 PBD inh: inconclusive; WRN helicase inh: -5%; PI5P4Ka inh: -3

Results for CCCCOc1ccc(CSC2=NCCN2)cc1[N+](=O)[O-] ?
EPAC1 antagonist: -20%; EPAC1 agonist: -9%; IL2 activator: -0.4; Abeta yeast res: -14%; FUS yeast rescue: -27%; PLK1 PBD inh: -16%; WRN helicase inh: -12%; PI5P4Ka inh: 0

How did CCNC(=O)c1cc2c(c(-c3cccc(-c4cncnc4)c3)n1)[C@@H](CCO)N(C(C)=O)C2 do in these assays?
EPAC1 antagonist: -8%; EPAC1 agonist: 5%; IL2 activator: -0.7; Abeta yeast res: -13%; FUS yeast rescue: -3%; PLK1 PBD inh: -9%; WRN helicase inh: -15%; PI5P4Ka inh: 2

How did O=C(c1cc(Cl)nc2ccccc12)N1CCCCC1 do in these assays?
EPAC1 antagonist: 9%; EPAC1 agonist: -2%; IL2 activator: -2.1; Abeta yeast res: -4%; FUS yeast rescue: 15%; PLK1 PBD inh: -6%; WRN helicase inh: -3%[57.1 µM]

How did CCOC(=O)C1CCN(CC(=O)Nc2ccc(S(=O)(=O)N3CCC(C)CC3)cc2)CC1 do in these assays?
EPAC1 antagonist: -29%; EPAC1 agonist: 5%; IL2 activator: -1.1; Abeta yeast res: -10%; FUS yeast rescue: 0%; PLK1 PBD inh: -17%; WRN helicase inh: 0%; PI5P4Ka inh: 0

Results for Cc1cccc(C)c1NC(=S)NC1CCCCC1 ?
EPAC1 antagonist: 17%; EPAC1 agonist: -12%; IL2 activator: -0.6; Abeta yeast res: inconclusive; FUS yeast rescue: 11%; PLK1 PBD inh: 7%; WRN helicase inh: -14%[57.1 µM]; PI5P4Ka inh: -3

How did CC1(C)Cc2ccccc2C(=O)N1 do in these assays?
EPAC1 antagonist: 4%; EPAC1 agonist: 7%; IL2 activator: 0.5; Abeta yeast res: 5%; FUS yeast rescue: 2%; PLK1 PBD inh: -4%; WRN helicase inh: -1%; PI5P4Ka inh: -10

What do the screens show for `CCCN1CCN(S(=O)(=O)c2ccc3c(c2)NC(=O)C(C)S3)CC1` (stereo unspecified)?
EPAC1 antagonist: 19%; EPAC1 agonist: -3%; IL2 activator: -2.0; Abeta yeast res: -11%; FUS yeast rescue: -3%; PLK1 PBD inh: -4%; WRN helicase inh: 2%; PI5P4Ka inh: -1

What do the screens show for `CCOc1ccc(NC(=O)CN(C)Cc2cc(=O)n3c(-c4ccccc4)csc3n2)cc1OCC`?
EPAC1 antagonist: -28%; EPAC1 agonist: -3%; IL2 activator: -2.6; Abeta yeast res: -11%; FUS yeast rescue: 18µM*; PLK1 PBD inh: -7%; WRN helicase inh: -6%; PI5P4Ka inh: -29

Results for O=C(O)c1ccc2c(c1)C(=O)/C(=C/c1ccccc1)C2=O ?
EPAC1 antagonist: -23%; EPAC1 agonist: -1%; IL2 activator: -0.5; Abeta yeast res: 5%; PLK1 PBD inh: 2.4µM*; WRN helicase inh: inconclusive; PI5P4Ka inh: -56*

What do the screens show for `CCSc1nnc([C@H](C)NC(=O)OC(C)(C)C)o1`?
EPAC1 antagonist: 7%; EPAC1 agonist: 1%; IL2 activator: 1.1; Abeta yeast res: 14%; FUS yeast rescue: 15%; PLK1 PBD inh: -7%; WRN helicase inh: 11%

Results for O=C(CC1C(=O)NCCN1Cc1ccc(Cl)c(F)c1)NC1CCCCC1 (stereo unspecified) ?
EPAC1 antagonist: -3%; EPAC1 agonist: -1%; IL2 activator: 0.2; Abeta yeast res: 4%; PLK1 PBD inh: -13%; WRN helicase inh: -29%; PI5P4Ka inh: -13

How did CCC(=O)n1nc(-c2ccc(OC)cc2)nc1NCc1cccs1 do in these assays?
EPAC1 antagonist: -7%; EPAC1 agonist: 2%; IL2 activator: -1.1; Abeta yeast res: 1%; FUS yeast rescue: 17%; PLK1 PBD inh: 3%; WRN helicase inh: 2%; PI5P4Ka inh: 0
